# Screens deposited in PubChem BioAssay by National Center for Advancing Translational Sciences (NCATS).
# N370S GC = N370S glucocerebrosidase modulation, Gaucher chaperone candidate. Potency, µM (highest dose often 59.4 µM), without a hit: at the highest dose activity change, negative = inhibition, usual class: inhibitors. actives 0.092% (n = 330,000). P04062. AID 2101. N370S GC spleen homogenate, 4MU-glucoside fluorescence;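 also: 0% = full enzyme activity and -100% = no enzyme basal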
# TDP1 cell noCPT = qHTS for Inhibitors of human tyrosyl-DNA phosphodiesterase 1 (TDP1): qHTS in cells in absence of CPT | DT40 Tdp1-/- hTDP1 cells, no CPT, ATP luminescence, 48 h | actives 15% (n = 420,000) | Potency, µM (doses to about 46.2 µM), for inactives: at the top dose activity change, negative = growth inhibition, most hits filed as inhibitors; also: nearly all actives have a fitted effect of over 55% in size
#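 Seeded 400 DT40-hTDP1 cells/well (vehicle DMSO, no 20 nM CPT); pinned compounds; ≥48 hr at 37 °C; CellTiter-Glo luminescence as viability measure.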
# TDP1 inh = TDP1 (human) enzyme inhibition; recombinant TDP1, AlphaScreen DNA substrate cleavage; Potency, µM (series often up to 130 µM), for inactives: top-dose activity change, negative = inhibition, usual class: inhibitors; actives 0.28% (n = 350,000); AID 485290; also: nearly all actives have a fitted effect of over 40% in size
# Target sequence (Q9NUW8 whole entry, looked up): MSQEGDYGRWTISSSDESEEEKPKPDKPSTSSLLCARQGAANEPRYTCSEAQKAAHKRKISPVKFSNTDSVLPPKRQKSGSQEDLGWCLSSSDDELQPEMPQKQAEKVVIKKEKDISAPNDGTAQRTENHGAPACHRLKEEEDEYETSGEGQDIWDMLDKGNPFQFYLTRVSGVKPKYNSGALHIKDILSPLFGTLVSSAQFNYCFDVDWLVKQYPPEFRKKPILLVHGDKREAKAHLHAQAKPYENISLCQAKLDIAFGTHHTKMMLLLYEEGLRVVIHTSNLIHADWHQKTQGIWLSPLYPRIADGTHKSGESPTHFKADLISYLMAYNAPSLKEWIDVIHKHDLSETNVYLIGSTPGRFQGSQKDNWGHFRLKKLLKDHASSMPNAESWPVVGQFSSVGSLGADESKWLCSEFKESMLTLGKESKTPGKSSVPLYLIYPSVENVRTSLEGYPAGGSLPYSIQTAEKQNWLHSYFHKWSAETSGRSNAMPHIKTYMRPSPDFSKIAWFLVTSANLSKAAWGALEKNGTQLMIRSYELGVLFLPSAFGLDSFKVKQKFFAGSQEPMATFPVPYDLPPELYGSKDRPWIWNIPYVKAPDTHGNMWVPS
#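 Recombinant human Tdp1 (E. coli-expressed, 1 nM final) preincubated with compounds 15 min at room temperature, then 5'-biotin/3'-phosphotyrosine-FITC DNA substrate (15 nM final) added for 5 min. AlphaScreen beads (10 ug/ml final) added 10 min; cleavage lowers signal.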
# * = called active by the depositor; ? = inconclusive; . = no result given; [ ] = remark or other dose. Calls follow the shape of the dose curve; as a rule, active = well fitted curve in the direction sought with a large enough effect; inconclusive = small, poorly fitted or top-dose-only effect, or another doubt; inactive = no such curve, though single readings can be large; an effect the other way counts as inactive or inconclusive. Unless noted, % is scaled to controls: 0 for no effect and ±100 for the full control effect; potency is read from the fitted curve at half-maximal effect.
Molecule,N370S GC,TDP1 cell noCPT,TDP1 inh
CCc1nc(N=C(N)N)nc2ccccc12,1%,.,3%
COc1ccc(OCC(O)CNC(=O)Nc2ccc(Cl)cc2)cc1 (stereo not given),1%,11%,1%
O=C(c1cc([N+](=O)[O-])ccc1N1CCN(S(=O)(=O)c2ccc(Cl)c(Cl)c2)CC1)N1CCOCC1,-12%,?,1%
O=C(/C=C\C=C/c1ccc2c(c1)OCO2)N1CCCCC1,-28%[21.6 µM],.,8%[56.1 µM]
COc1ccccc1N1CCN(S(=O)(=O)c2c(C)ccc3nsnc23)CC1,5%,?,1%
Cc1cccc(OC(C)c2ccnc3nc(/N=C/N(C)C)nn23)c1 (stereo not given),2%,-1%,1%
COC(=O)C1=CN(c2ccc(OC)cc2)C=C(C(=O)OC)C1c1cc(OC)c(OC)cc1OC,-12%,?,3%
CCN(CC(=O)Nc1ccccc1OC)C(=O)C1CCCC1,.,-6%,0%
CCN(C(=O)c1sc2nc3n(c(=O)c2c1C)CCCCC3)c1ccccc1F,.,?,9%
CCCCNS(=O)(=O)c1cc(-c2nn(C)c(=O)c3ccccc23)ccc1C,-7%,-1%,.
COc1ccc(-n2ncc3c(N4CCN(c5cccc(C)c5C)CC4)ncnc32)cc1,-9%,-29%,.
CN(C)c1ccc(C(CNC(=O)c2ccccc2F)c2c[nH]c3ccccc23)cc1 (stereo not given),-4%,0%,6%
COC(=O)c1ccc(OCC(O)CN2CCN(C(=O)c3ccco3)CC2)cc1 (stereo not given),-10%,-4%,.
COc1ccc(C2C(C#N)=C(N)Oc3c2c(-c2ccccc2)nn3-c2ccccc2)c(OC)c1OC (stereo not given),7%,?,4%
O=C(CSc1nc(=O)n(CCCN2CCOCC2)c2c1CCC2)Nc1ccc([N+](=O)[O-])cc1,-21%,-5%,-2%
COC(=O)[C@@H](Cc1ccccc1)NC(=O)Cn1cnc2c(SC)nc(N)nc21,.,-12%,0%
CNC(=S)N(CCCn1ccnc1)Cc1c(F)cccc1Cl,-2%,-15%,13%
COc1ccc(Cl)cc1NC(=O)CN(C)C(=O)c1ccc(-n2nc(C)cc2C)cc1,.,15µM*,0%
COc1ccc(C2/C=C\CN(CC3CCCCC3)C(Cc3ccccc3)C(=O)N2Cc2ccc(F)cc2)cc1 (stereo not given),-5%,.,6%
Cc1ccc2c(c1)N(CC(=O)NCc1cccs1)C(=O)C(C)O2 (stereo not given),-16%,-20%,2%
Cc1cccc(-c2cc(=O)c(C(=O)O)cn2-c2ccc(F)cc2F)c1,3%,-2%,5%
FC(F)(F)c1ccc(-n2cn[nH]c2=S)cc1,-2%,-11%,.
O=C(Oc1ccccc1)N1CCC[C@@]2(CCN(c3ccccc3)C2)C1,9%,?,.
CCOC(=O)C1CCCN(C(=O)Cc2ccc(OC)c(OC)c2)C1 (stereo not given),2%,-7%,5%
O=C(c1ccc2c(Cl)c3c(nc2c1)CCCC3)N1CCC(N2CCCCC2)CC1,-7%,?,0%
COc1ccccc1N1CCN(C(=O)c2cc(C(=O)N3CCN(c4ccccc4OC)CC3)cc([N+](=O)[O-])c2)CC1,-9%,0%,.
O=C(O)CCSc1ccc([N+](=O)[O-])cc1[N+](=O)[O-],-3%,?,5%
COc1cccc(CNC(=O)c2cc3oc4ccccc4c3n2C)c1OC,-5%,-25%,5%
CCOC(=O)c1c(NC(=O)c2cccs2)sc2c1CC(C)(C)OC2,?,26µM*,.
CC(C)Oc1ccc(Oc2ccc(C(F)(F)F)cn2)cc1,-1%,-9%,-2%
Cc1cccc2nc(Cn3c(=O)n(CCCC(=O)NCc4ccco4)c(=O)c4ccccc43)cc(=O)n12,10%,?,8%
O=C(OCn1nnc2ccccc2c1=O)c1cn(-c2ccccc2)nc1-c1cccnc1,5%[2.35 µM],?,-3%
CC1CC(C)CN(C(=O)Cn2c(=O)oc3cc(S(=O)(=O)N4CCCC4)ccc32)C1 (stereo not given),-5%,5%,2%
COc1ccc(NC(=O)c2oc3ccccc3c2CSC)cn1,0%,?,8%
CCn1c(SCC(=O)c2ccc3ccccc3c2)nnc1-c1ccco1,8%,0%,7%
CCOc1ccc(NC(=O)C2(c3ccc(OC)c(OC)c3)CCCC2)cc1,-1%,?,1%
O=C(Cc1ccc(-n2c(=O)c3ccccc3n(Cc3ccccc3Cl)c2=O)cc1)NCC1CCCO1 (stereo not given),11%,?,4%
O=C(O)CN1C(=O)/C(=C\c2cccc(OCc3ccc(Cl)cc3Cl)c2)SC1=S,-3%,-16%,0%
Nc1ccn(CC(=O)NCCc2ccccn2)c(=O)n1,.,0%,0%
COc1ccccc1NC(=O)CCN1CCC(C(N)=O)CC1,.,-6%,3%[12.3 µM]
CC(=O)Nc1nc2c(C)c(Cl)ccc2s1,1%,1%,.
Cc1cc(S(=O)(=O)N2CCCC2)ccc1OCC(=O)Nc1ccccc1,1%,25%,2%
Cc1cc(-c2nnc3n2N=C(c2ccccc2Br)CS3)n[nH]1,6%,?,7%
CCN(CC(=O)Nc1ccccc1-c1ccccc1)Cc1nc2ccccc2c(=O)[nH]1,6%,4.6µM*,5%
COc1ccc(N2CCN(Cc3cc(=O)oc4cc5c(cc34)CCCC5)CC2)cc1,2%[2.35 µM],13µM*,1%
C=CCNc1nc(NCc2ccco2)nc(OCC)n1,-10%,?,2%
COc1cccc(CNC(=O)COC(=O)c2c(NC(C)=O)sc(C)c2C)c1,.,?,2%
CCOC(=O)N1CCN(C(=O)c2cc(S(=O)(=O)N3CCc4ccccc43)ccc2OC)CC1,6%,?,-2%
OC(CNCC1CCCCC1)COc1ccccc1 (stereo not given),-6%,-28%,2%
COC(=O)[C@]1(C)N[C@H](CN(C)C(=O)C2CCCCC2)[C@@H]2C(=O)N(Cc3ccccc3)C(=O)[C@@H]21,.,12%,1%

# The list continues:
Molecule,N370S GC,TDP1 cell noCPT,TDP1 inh
CS(=O)(=O)c1ccc(Cl)c(NC(=O)C2CC(=O)N(c3ccc4c(c3)OCCO4)C2)c1 (stereo not given),7%,-21%,3%
CC(C)c1ccc(NC(=O)Cn2nnc(C(=O)NCc3ccco3)c2N)cc1,-17%,1%,0%
O=S(=O)(CCN1CCOCC1)c1ccccc1,-10%,9%,.
CC(NC(=O)/C(=C/c1ccc(OC(F)F)cc1)c1ccccc1)c1ccccc1 (stereo not given),7%,?,-6%
N#Cc1cc2c([nH]c1=S)CCCC2,18%,-4%,5%
C/C(=N\Nc1cccc(C(=O)O)c1)c1ccc2c(c1)Nc1ccccc1S2,-17%,?,2%
Cc1cc(C)c(C#N)c(Nc2ccccc2Cl)n1,9%,2%,6%
Cc1c(NC(=O)CSc2nnnn2C)c(=O)n(-c2ccccc2)n1C,7%,-3%,4%
N#C/C(=C\c1ccccc1O)C(=O)Nc1cccnc1,5%,-19%,1%
O=C(c1ccccn1)N1CCCC(N2CCN(c3cccc(C(F)(F)F)c3)CC2)C1 (stereo not given),-7%,15µM*,1%
COc1ccc(CNC(=O)c2c(O)c3cc(OC)c(OC)cc3[nH]c2=O)cc1OC,-18%,-2%,0%
Cn1c(=O)c2c(n3ncnc13)NC(=O)CC2c1cccc(F)c1 (stereo not given),.,-3%,3%
Cc1ccc(-c2nnc(-c3ccncc3)n2-c2ccc(C)cc2)cc1,2%,3%,-2%
CCCCN(C)CCCNC(=O)c1cc(=O)[nH]c2ccc(S(=O)(=O)N3CCCCC3)cc12,.,-24%,10%
CCC1CCCCN1CCN1C(=O)C2C(C(=O)Nc3ccc(OC)cc3)C3C=CC2(O3)C1C(=O)NC1CCCCC1 (stereo not given),-4%,-21%,6%[0.0935 µM]
O=C(O)CCC(=O)N1N=C(c2ccccc2)CC1c1ccc2c(c1)OCO2 (stereo not given),1%,15%,6%
COc1ccc(N2CC(C(=O)Nc3ccc(N4CCOCC4)cc3)CC2=O)cc1 (stereo not given),-3%,-2%,-1%
COc1cccc(-n2nnc3c(=O)n(CC(=O)N4CCCCC4)cnc32)c1,0%,-8%,2%
CCN1CCCC(NC(=O)c2scc3c2CCCC3)C1 (stereo not given),11%,-28%,1%
Cc1sc(NC(=O)C2C3CCC(C3)C2C(=O)O)c(C(N)=O)c1-c1ccc(C(C)(C)C)cc1 (stereo not given),?,12µM*,4%
CC(=O)c1ccc(N2CCN(S(=O)(=O)c3ccc4c(c3)NC(=O)CO4)CC2)cc1,8%,13%,1%
CCC(=O)Nc1nc(C)nc(C)c1C(C)=O,11%,-9%,-1%
CC1(C)CC(=O)C(C2c3ccccc3Oc3ccccc32)C(=O)C1,0%,?,0%
Cc1cccc(NC(=O)CCN2CCN(C/C=C/c3ccccc3)CC2)c1,-3%,21µM*,-1%
CCOC(=O)CSc1nnc(-c2ccc(Cl)cc2Cl)o1,4%,-9%,-3%

# More results.
mol | N370S GC | TDP1 cell noCPT | TDP1 inh
CCn1c(SCC(=O)Nc2sccc2C(N)=O)nnc1C1CC1 | . | 0% | -4%
COc1ccc(CCNC(=O)CSc2c[nH]c3ccccc23)cc1OC | -4% | ? | 0%
CCOc1ccc(NC(=O)CN(c2ccc([N+](=O)[O-])cc2)S(=O)(=O)c2ccccc2)cc1 | 0% | ? | -3%
CC(=O)c1c(C)[nH]c(C(=O)CSc2ncnc3sc(-c4ccccc4)cc23)c1C | -8% | ? | 3%
COc1ccc(OC)c(CNC(=O)C2CCCN(c3ncnc4onc(-c5ccc(F)cc5)c34)C2)c1 (stereo not given) | . | -8% | 4%
CC(Oc1cccc(Br)c1)C(=O)NNC(=O)CCNC(=O)c1ccccc1Cl (stereo not given) | . | 1% | 0%
O=C(c1sc2ccccc2c1Cl)N1CCN(c2ccc(F)cc2)CC1 | 12% | -10% | 4%
COc1ccc(C(=O)Nc2ccc3ccccc3c2)c(OC)c1 | ? | ? | 0%
CCCc1nc2oc3ccccc3c(=O)c2c(=O)n1-c1ccccc1 | 10% | -16% | 3%
CCOC(=O)CNC(=O)CSc1nnc(Cn2cnc3ccccc32)n1C | -6% | -5% | 1%
COc1ccc(C(=O)NC(C)c2nnc(SCC(=O)Nc3nc4ccccc4s3)n2C)cc1 (stereo not given) | -2% | ? | 4%
CC(C)C(c1nnnn1Cc1ccc(F)cc1)N1CCSCC1 (stereo not given) | 3% | ? | 10%[56.1 µM]
CCCSc1nc(-c2ccccc2)cc(C(F)(F)F)c1C#N | 12% | ? | -7%
CCCN(CC1CC1)C(=S)NC(=O)c1ccc(S(=O)(=O)N2CCOCC2)cc1 | 9% | ? | 3%
CCOP(=O)(OCC)C(NC(=O)Nc1ccccc1)c1ccccc1 (stereo not given) | 4% | -8% | 0%
CCNC(=S)/N=C(/Nc1ccccc1)Nc1nc(C)cc(C)n1 | 28% | ? | .
CCCS(=O)(=O)N1CCN(Cc2ccc3c(c2)c2ccccc2n3CC)CC1 | 0% | ? | -3%
Fc1ccc(-c2noc3ncnc(Nc4ccc(F)cc4F)c23)cc1 | . | ? | 0%
CCc1nc2c(C#N)c(-c3ccc(Cl)cc3)ccn2n1 | 11% | -17% | 2%
Cc1nnc(NC(=O)CC(C)c2ccccc2)s1 (stereo not given) | -3% | 10% | 1%

# A different layout for some results above.
# Order of values: N370S GC, TDP1 cell noCPT, TDP1 inh
CC(Oc1cccc(Br)c1)C(=O)NNC(=O)CCNC(=O)c1ccccc1Cl (stereo not given)
→ ., 1%, 0%
O=C(c1sc2ccccc2c1Cl)N1CCN(c2ccc(F)cc2)CC1
→ 12%, -10%, 4%
COc1ccc(C(=O)Nc2ccc3ccccc3c2)c(OC)c1
→ ?, ?, 0%
CCCc1nc2oc3ccccc3c(=O)c2c(=O)n1-c1ccccc1
→ 10%, -16%, 3%
CCOC(=O)CNC(=O)CSc1nnc(Cn2cnc3ccccc32)n1C
→ -6%, -5%, 1%
COc1ccc(C(=O)NC(C)c2nnc(SCC(=O)Nc3nc4ccccc4s3)n2C)cc1 (stereo not given)
→ -2%, ?, 4%

# New compounds follow:
mol | N370S GC | TDP1 cell noCPT | TDP1 inh
CCCC(C)(C)NC(=O)CCCCC(=O)NC(C)(C)CCC | 4% | -11% | 4%
Cc1cccc(N(Cc2cc3ccccc3[nH]c2=O)C(=O)c2cccs2)c1 | ? | 23µM* | .
Oc1c(Cl)cc(CN2CCOCC2)c2cccnc12 | . | 1µM* | -4%[56.1 µM]
Cc1ccc(NC(=S)N2CCN(c3ccccc3F)CC2)c(C)c1 | -2% | ? | 2%

# Some of the compounds tested (hit frequency here may not be typical).
